Assay outcomes from PubChem BioAssay.
NCI-60 one-dose screen, 48 h, at 10 µM unless noted. Numbers give growth in % (100 = growth as untreated, 0 = no growth, -100 = all killed).
SNB-19: SNB-19 CNS cancer cells; 81,000 compounds, 2.5% hits; AID 1794751
SNB-75: SNB-75 CNS cancer | 79,000 compounds, 5% hits
SF-268: SF-268 CNS cancer cells; 82,000 compounds, 3.1% hits
SF-295: SF-295 CNS cancer cells | 79,000 compounds, 5.6% hits | AID 1794758
HCC-2998: HCC-2998 colon cancer; 79,000 compounds, 4.7% hits; AID 1794799
PC-3: PC-3 prostate cancer cells | 80,000 compounds, 3.9% hits
SF-539: SF-539 CNS cancer; 81,000 compounds, 6.8% hits; AID 1794752
U251: U251 CNS tumor cells | 80,000 compounds, 5.4% hits
* hit, by the source's call. The calls were made as follows: active = growth percent below 10; inactive = the rest.

`Nc1nc2c(ncn2[C@@H]2O[C@H](CNO)[C@@H](O)[C@H]2O)c(=O)[nH]1` gave SNB-19 102, SNB-75 97, SF-268 102, SF-295 100, HCC-2998 117, PC-3 105, SF-539 103 and U251 102.
CSc1ccc(C2SCC(=O)N2NC(=O)C(O)(c2ccccc2)c2ccccc2)cc1 (stereo not drawn) was read as SNB-19 104, SNB-75 86, SF-268 110, SF-295 64, PC-3 72, SF-539 95 and U251 97.
Screening O[C@@H]1Cc2cc(Br)c3ccccc3c2N[C@H](c2ccco2)C1 returned SNB-19 102, SNB-75 94, SF-268 104, SF-295 101, HCC-2998 107, PC-3 89, SF-539 86 and U251 104.
`CCCOC(=O)NCCOS(=O)(=O)c1ccccc1` gave SNB-19 103, SNB-75 94, SF-268 109, SF-295 85, HCC-2998 97, PC-3 100, SF-539 98 and U251 99.
Screening Cc1ccc(S(=O)(=O)Oc2ccc(-c3cnc4ccccc4n3)cc2)cc1 returned SNB-19 124, SNB-75 118, SF-268 119, SF-295 90, HCC-2998 102, PC-3 91, SF-539 113 and U251 90.
`Cc1c(F)cc(C(N)=O)cc1NCC(=O)Nc1ccc([N+](=O)[O-])cc1` gave SNB-19 98, SNB-75 47, SF-268 81, SF-295 94, HCC-2998 105, PC-3 89, SF-539 95 and U251 109.
For Nc1nc(Nc2ccc(Cl)cc2)nn1S(=O)(=O)c1ccc(Oc2ccccc2)cc1 the results were SNB-19 93, SF-268 75, SF-295 86, HCC-2998 102, PC-3 69, SF-539 87 and U251 83.
For CC(C)(C)c1nn(-c2ccccc2)c2ncc3c(c12)C(=O)N(c1ccccc1)C3=O the results were SNB-19 103, SNB-75 87, SF-268 116, HCC-2998 86, PC-3 97 and U251 107.
Screening Cc1cc(NS(=O)(=O)c2ccccc2)ccc1NS(=O)(=O)c1ccccc1 returned SNB-19 108, SNB-75 85, SF-268 101, SF-295 103, HCC-2998 101, PC-3 97, SF-539 111 and U251 98.
For O=C(c1ccc(Cl)cc1)C1[C@H](c2ccc(Br)cc2)[C@@H](c2ccccc2)NC12C(=O)Nc1ccc(Br)cc12 (stereo partly drawn) the results were SNB-19 -51*, SNB-75 0.8*, SF-268 -29*, SF-295 -97*, HCC-2998 -98*, PC-3 -24*, SF-539 -89* and U251 -80*.
`C[n+]1ccncc1` gave SNB-19 100, SNB-75 91, SF-268 97, SF-295 110, HCC-2998 104, PC-3 99, SF-539 98 and U251 114.
O=C(c1ccccc1)C1OC1(CBr)c1ccccc1 (stereo not drawn) was read as SNB-19 99, SNB-75 92, SF-268 95, SF-295 105, HCC-2998 105, PC-3 82, SF-539 104 and U251 95.
`OCCSc1ccccc1` gave SNB-75 114, SF-268 98, SF-295 109, HCC-2998 97, PC-3 120, SF-539 103 and U251 95.
O=C(NCCc1ccccc1)c1nnn(-c2ccccc2)c1-c1ccco1 was read as SNB-19 91, SNB-75 108, SF-268 108, SF-295 99, HCC-2998 99, PC-3 66, SF-539 97 and U251 80.
CC1=CC(C)(C)NC(=S)N1c1cccc2c(S(=O)(=O)O)cccc12 was read as SNB-19 104, SNB-75 102, SF-268 102, SF-295 122, HCC-2998 125, SF-539 110 and U251 119.
Screening CC12CCCC(=O)N1c1ccccc1-c1nc(=O)c(-c3ccccc3)nn12 (stereo not drawn) returned SNB-19 97, SNB-75 90, SF-268 97, SF-295 103, HCC-2998 106, PC-3 94, SF-539 96 and U251 100.
CCN(CC)CCn1c(=O)c2cc(OC)c(OC)cc2c2ccc3cc4c(cc3c21)OCO4 was read as SNB-19 27, SNB-75 48, SF-268 36, SF-295 25, HCC-2998 75, PC-3 48, SF-539 -7.1* and U251 23.
For CN(C1c2ccccc2Oc2ccccc21)S(=O)(=O)c1ccc(Cl)cc1 the results were SNB-19 98, SNB-75 96, SF-268 94, SF-295 91, HCC-2998 100, PC-3 55, SF-539 92 and U251 89.
For Cc1cc(N(CCNc2ccnc3cc(Cl)ccc23)Cc2ccccn2)nc(N2CCOCC2)n1 the results were SNB-19 94, SNB-75 77, SF-268 86, SF-295 83, HCC-2998 107, PC-3 69, SF-539 90 and U251 105.
`COc1cc2nc(Cl)nc(Nc3cccc(C(=O)/C=C/c4ccc(F)cc4)c3)c2cc1OC` gave SNB-19 50, SNB-75 88, SF-268 90, SF-295 74, HCC-2998 50, PC-3 46, SF-539 26 and U251 33.
Screening Clc1ccccc1-c1nnc(Cn2cnnc2)o1 returned SNB-19 97, SNB-75 83, SF-268 100, SF-295 52, HCC-2998 124, PC-3 97, SF-539 102 and U251 112.
For COc1ccc(C2CC(c3cccc(Nc4ccnc5cc(Cl)ccc45)c3)=NN2c2ccccc2)cc1 (stereo not drawn) the results were SNB-19 78, SNB-75 63, SF-268 71, SF-295 23, HCC-2998 54, PC-3 67, SF-539 65 and U251 65.
For O=C1N/C(=N\c2nnc(-c3ccc(O)cc3)s2)S/C1=C\c1cccnc1 the results were SNB-19 108, SNB-75 100, SF-268 97, SF-295 96, HCC-2998 98, PC-3 100, SF-539 98 and U251 99.
`O=C(NNc1ccc(Cl)cc1)c1ccc(Cc2n[nH]c(=O)c3cccnc23)cc1` gave SNB-19 99, SNB-75 95, SF-268 98, SF-295 106, HCC-2998 106, PC-3 94, SF-539 91 and U251 104.
Screening CC1=C(SCCC(=O)OC(C[Se]C2=C(C)C(=O)c3ccccc3C2=O)C(=O)NC(C)(C)C)C(=O)c2ccccc2C1=O (stereo not drawn) returned SNB-19 -93*, SNB-75 -96*, SF-268 -96*, SF-295 -31*, HCC-2998 -83*, PC-3 -64*, SF-539 -100* and U251 -69*.
Screening O=C(CSc1nc2ccccc2c(=O)n1-c1ccccc1)c1cc2cc(Cl)cc(Cl)c2oc1=O returned SNB-19 94, SNB-75 76, SF-268 93, SF-295 99, HCC-2998 108, PC-3 94, SF-539 102 and U251 97.
`O=c1/c(=C/Nc2ccc(Cl)cc2)sc2ncnn12` gave SNB-19 99, SNB-75 92, SF-268 95, SF-295 90, HCC-2998 105, PC-3 94, SF-539 103 and U251 98.
For CCCCCCCCOc1cccc(S(=O)(=O)Nc2ccc(C)cc2C(=O)O)c1 the results were SNB-75 95, SF-268 99, SF-295 90, HCC-2998 119, PC-3 88, SF-539 98 and U251 92.
CCC(=O)c1cc2ccccc2c2ccccc12 was read as SNB-19 93, SNB-75 96, SF-268 107, SF-295 109, HCC-2998 103, PC-3 88, SF-539 102 and U251 99.
For Nc1ccccc1-c1cc2c(c3c1[nH]c1ccccc13)CCCCCCCC2 the results were SNB-19 102, SNB-75 107, SF-268 84, SF-295 101, HCC-2998 96, PC-3 82, SF-539 113 and U251 98.
`O=C1c2c(c3c4cc(F)ccc4oc3c3[nH]c4ccccc4c23)C(=O)N1O` gave SNB-19 27, SNB-75 10, SF-268 39, SF-295 56, HCC-2998 70, PC-3 32, SF-539 2.5* and U251 25.
For CC(=O)Nc1c(C)nc[nH]c1=O the results were SNB-19 106, SF-268 104, SF-295 97, HCC-2998 99, PC-3 88, SF-539 110 and U251 110.
C=C(CC[C@@H](C)[C@H]1CC[C@H]2C3=C[C@H](O)[C@H]4C[C@@H](O)CC[C@]4(C)[C@H]3CC[C@]12C)C(C)C was read as SNB-19 103, SNB-75 97, SF-268 101, SF-295 109, HCC-2998 103, PC-3 70, SF-539 109 and U251 104.
O=C(CC(NC(=O)OCc1ccccc1)c1nn[nH]n1)OCc1ccccc1 (stereo not drawn) was read as SNB-19 99, SNB-75 91, SF-295 98, HCC-2998 109, PC-3 100, SF-539 102 and U251 107.
CCOC(=O)c1cnc2ccccc2c1Cl was read as SNB-19 99, SNB-75 78, SF-268 100, SF-295 107, HCC-2998 98, PC-3 91, SF-539 86 and U251 102.
`Cc1noc(NS(=O)(=O)c2ccc(N=Nc3cc(N=Nc4ccc(S(=O)(=O)Nc5onc(C)c5C)cc4)c4c(NC(=O)C(Cl)Cl)cccc4c3OC(=O)C(Cl)Cl)cc2)c1C` gave SNB-19 82, SNB-75 66, SF-268 93, SF-295 91, HCC-2998 99, PC-3 76, SF-539 91 and U251 87.
For CCCC(O)Cn1ncc(C(=O)OCC)c1NC(=O)NCc1cccc(C(F)(F)F)c1 (stereo not drawn) the results were SNB-19 104, SNB-75 101, SF-268 103, SF-295 94, HCC-2998 85, PC-3 65, SF-539 94 and U251 105.
C/C=C(/C)C(=O)O[C@@H]1CC(C)(C)CC2C34OC(=O)[C@@]21CC[C@@]3(C)[C@]1(C)CCC2C(C)(C)C(=O)CC[C@]2(C)C1C[C@@H]4Cl (stereo partly drawn) was read as SNB-19 92, SNB-75 76, SF-268 93, SF-295 97, HCC-2998 102, PC-3 80, SF-539 85 and U251 92.
COc1c2occc2c(OC)c2c(=O)cc(C)oc12 was read as SNB-19 100, SNB-75 97, SF-268 104, SF-295 103, HCC-2998 131, PC-3 88, SF-539 92 and U251 103.
`OCc1cc(Cl)cc(Cl)c1O` gave SNB-19 106, SNB-75 88, SF-268 100, SF-295 111, HCC-2998 110, PC-3 96, SF-539 110 and U251 113.
Screening C=C1[C@]2(C(=O)OC)C=C(C)C(O)[C@@]1(C)CC1[C@@]3(C)CC[C@H](O)C(C)(C)C3CC[C@]12C (stereo partly drawn) returned SNB-19 90, SNB-75 93, SF-268 99, SF-295 102, HCC-2998 108, PC-3 77, SF-539 101 and U251 101.
Screening OCC(S)CS (stereo not drawn) returned SNB-19 103, SNB-75 69, SF-268 120, SF-295 77, HCC-2998 113, PC-3 79, SF-539 112 and U251 85.

6 records picked at random from those above:
Screening OCC(S)CS (stereo not drawn) returned SNB-19 103, SNB-75 69, SF-268 120, SF-295 77, HCC-2998 113, PC-3 79, SF-539 112 and U251 85.
C/C=C(/C)C(=O)O[C@@H]1CC(C)(C)CC2C34OC(=O)[C@@]21CC[C@@]3(C)[C@]1(C)CCC2C(C)(C)C(=O)CC[C@]2(C)C1C[C@@H]4Cl (stereo partly drawn) was read as SNB-19 92, SNB-75 76, SF-268 93, SF-295 97, HCC-2998 102, PC-3 80, SF-539 85 and U251 92.
`OCc1cc(Cl)cc(Cl)c1O` gave SNB-19 106, SNB-75 88, SF-268 100, SF-295 111, HCC-2998 110, PC-3 96, SF-539 110 and U251 113.
Screening C=C1[C@]2(C(=O)OC)C=C(C)C(O)[C@@]1(C)CC1[C@@]3(C)CC[C@H](O)C(C)(C)C3CC[C@]12C (stereo partly drawn) returned SNB-19 90, SNB-75 93, SF-268 99, SF-295 102, HCC-2998 108, PC-3 77, SF-539 101 and U251 101.
For CCCC(O)Cn1ncc(C(=O)OCC)c1NC(=O)NCc1cccc(C(F)(F)F)c1 (stereo not drawn) the results were SNB-19 104, SNB-75 101, SF-268 103, SF-295 94, HCC-2998 85, PC-3 65, SF-539 94 and U251 105.
COc1c2occc2c(OC)c2c(=O)cc(C)oc12 was read as SNB-19 100, SNB-75 97, SF-268 104, SF-295 103, HCC-2998 131, PC-3 88, SF-539 92 and U251 103.

An excerpt from above in order of molar mass, smallest number first:
Screening C=C1[C@]2(C(=O)OC)C=C(C)C(O)[C@@]1(C)CC1[C@@]3(C)CC[C@H](O)C(C)(C)C3CC[C@]12C (stereo partly drawn) returned SNB-19 90, SNB-75 93, SF-268 99, SF-295 102, HCC-2998 108, PC-3 77, SF-539 101 and U251 101.
For CCCC(O)Cn1ncc(C(=O)OCC)c1NC(=O)NCc1cccc(C(F)(F)F)c1 (stereo not drawn) the results were SNB-19 104, SNB-75 101, SF-268 103, SF-295 94, HCC-2998 85, PC-3 65, SF-539 94 and U251 105.
C/C=C(/C)C(=O)O[C@@H]1CC(C)(C)CC2C34OC(=O)[C@@]21CC[C@@]3(C)[C@]1(C)CCC2C(C)(C)C(=O)CC[C@]2(C)C1C[C@@H]4Cl (stereo partly drawn) was read as SNB-19 92, SNB-75 76, SF-268 93, SF-295 97, HCC-2998 102, PC-3 80, SF-539 85 and U251 92.
